hIAP act – increases human intestinal alkaline phosphatase activity; purified human IAP, CDP-Star luminescence, 30 min; hits give high values; 1 = vehicle-only enzyme, 0 = enzyme-free background; activation factor at 10 µM; 330,000 tested, 0.16% active; P09923;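 active = activation factor of the enzyme at least 2-fold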; note: the source names both 10 and 20 µM as test concentration; values of inactives mirror those of a sister screen read the other way
Target sequence (P09923 whole entry, looked up): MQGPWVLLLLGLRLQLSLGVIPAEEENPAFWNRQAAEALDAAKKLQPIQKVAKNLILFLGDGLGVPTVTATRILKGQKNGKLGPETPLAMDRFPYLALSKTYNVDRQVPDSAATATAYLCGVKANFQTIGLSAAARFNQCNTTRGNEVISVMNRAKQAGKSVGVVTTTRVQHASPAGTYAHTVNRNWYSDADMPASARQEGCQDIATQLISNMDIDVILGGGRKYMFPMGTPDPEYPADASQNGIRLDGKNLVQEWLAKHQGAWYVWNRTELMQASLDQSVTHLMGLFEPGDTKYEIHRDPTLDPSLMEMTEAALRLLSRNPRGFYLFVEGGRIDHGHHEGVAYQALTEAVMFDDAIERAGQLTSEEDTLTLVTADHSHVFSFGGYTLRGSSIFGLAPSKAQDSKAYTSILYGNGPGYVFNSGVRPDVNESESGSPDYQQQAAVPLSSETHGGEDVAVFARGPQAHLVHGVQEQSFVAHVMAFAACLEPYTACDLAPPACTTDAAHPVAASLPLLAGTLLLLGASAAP
mIAP block – mouse IAP inhibition; 330,000 tested, 0.2% active; inhibition, % at 10 µM; AID 2806; purified mouse IAP, CDP-Star luminescence, 30 min;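 active = inhibition of at least 40% at 10 µM in the primary screen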;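 note: plate controls were DMSO with enzyme for no effect and no enzyme wells for full effect; values of inactives mirror those of a sister screen read the other way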
APOBEC3G inh – APOBEC3G (human) deaminase inhibition; inhibition, % at 20 µM; recombinant A3G, ssDNA deamination FAM/TAMRA fluorescence; 330,000 tested, 0.28% active; AID 493012; Q9HC16;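 active = inhibition of at least 40% at 20 µM, with no more than 30% in the related APOBEC3A deaminase screen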;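 note: plate controls were DMSO wells with A3G for no effect and wells lacking A3G enzyme for full effect; some compounds called inactive have numbers as strong as hits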
MIN6 prolif – induces beta-cell replication in MIN6 cells; 330,000 tested, 0.29% active; MIN6 cells proliferation, ATPlite luminescence, 48 h; cells starved in 0.2% serum; 100% = growth in 10% serum; AID 2380; proliferation, % at 10 µM;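 active = compounds whose signal lies at least 3.5 SD above the mean of all wells on their plate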;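 note: 0% = DMSO-treated cells in low-serum medium and 100% = 10% serum control; some compounds called inactive have numbers as strong as hits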
APOBEC3A inh – blocks human APOBEC3A ssDNA deamination. P31941. recombinant A3A, FAM/TAMRA ssDNA deamination fluorescence. inhibition, % at 20 µM. 330,000 tested, 0.41% active. AID 493011;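 active = at least 40% inhibition at 20 µM here, with at most 30% in a related deaminase screen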;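 note: plate controls were A3A with DMSO for no effect and wells lacking A3A enzyme for full effect; some results filed as inactive read as strong as hits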
Target sequence (P31941 whole entry, looked up): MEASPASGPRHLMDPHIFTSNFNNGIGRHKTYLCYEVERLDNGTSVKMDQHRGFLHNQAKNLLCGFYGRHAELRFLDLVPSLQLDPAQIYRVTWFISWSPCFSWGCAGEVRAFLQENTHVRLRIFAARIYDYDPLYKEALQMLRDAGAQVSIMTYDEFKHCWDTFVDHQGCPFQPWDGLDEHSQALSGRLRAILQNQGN
MPTP inh – inhibitors of mitochondrial permeability transition pore; AID 602449; isolated mouse mitochondria, Ca2+ swelling absorbance, 30 min; inhibition, % at 10 µM; 360,000 tested, 1.4% active;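 active = inhibition of 50% or more, scaled per plate between neutral and stimulator controls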;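 note: 0% = DMSO wells given calcium and 100% = 1 mM EGTA wells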
hIAP inh – blocks human intestinal alkaline phosphatase | P09923 | purified IAP, CDP-Star luminescence, 30 min | inhibition, % at 10 µM | 330,000 tested, 0.12% active | AID 2544;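 active = inhibition reaching a set limit with compound at 10 µM in the primary screen, cut at about 35% in these data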;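 note: plate controls were DMSO wells with enzyme for no effect and no-enzyme buffer wells for full effect; values of inactives mirror those of a sister screen read the other way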
GRIN3A LBD mod – NR3A (human) ligand-binding domain modulation; Tm shift relative to glycine control, % at 25 µM; AID 1259313; 340,000 tested, 2.5% active; NR3A LBD differential scanning fluorimetry, Tm shift; 0% = protein alone, 100% = glycine-bound protein;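 active = melting temperature shift of at least 10% of the positive control shift, at one fixed dose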
mIAP act – mouse IAP activation; AID 2805; activation factor at 10 µM; 330,000 tested, 0.24% active; muIAP, CDP-Star luminescence, 30 min; hits give high values; 1 = vehicle-only enzyme signal, 0 = enzyme-free wells;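 active = activation factor of at least 2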; note: the source names both 10 and 20 µM as test concentration; values of inactives mirror those of a sister screen read the other way
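Assay system: mouse IAP enzyme / Compound: DMSO-dissolved test compounds / Timing: 30 min, room temperature / Measured by: luminescence from enzymatic CDP-Star hydrolysis / Control set: DMSO-only wells, enzyme-free buffer wells as negative control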
The depositor's hits bear a star; x = no result given.

SMILES	hIAP act	mIAP block	APOBEC3G inh	MIN6 prolif	APOBEC3A inh	MPTP inh	hIAP inh	GRIN3A LBD mod	mIAP act
COc1cc(/C=C/C(=O)O)cc(S(=O)(=O)Nc2ccc3c(c2)OCO3)c1OC	1.17	-10.3	-2.6	-3.3	-9.5	-0.4	-16.8	1.2	1.1
COC(=O)c1ccc(NC(=O)CN(c2ccc3c(c2)OCO3)S(C)(=O)=O)cc1	0.983	-1.4	-0.9	0.0	4.7	0.1	1.7	0.3	1.01
CCN(CC)CCCNC(=O)c1cc(Cl)c(NC(=O)C2=C(C)OCCS2)cc1OC	1.1	-7.2	-6.6	0.7	-2.2	0.5	-10.5	-1.4	1.07
Cc1ccc2cn[nH]c2c1NC(=S)NC(=O)c1ccccc1	0.973	14.0	-8.2	-1.8	-0.6	1.2	2.7	-0.4	0.86
NS(=O)(=O)OCCCCCc1ccccc1	1.03	-1.8	-5.0	8.9	-2.8	0.7	-2.9	-2.1	1.02
COc1cccc(CNC(=O)c2nnn(CC(=O)Nc3c(C)cccc3C)c2N)c1	1.1	0.6	-6.8	-0.6	-5.1	-1.4	-10.4	-2.7	0.994
COc1ccccc1N(CC(=O)Nc1ccccc1C(=O)N1CCOCC1)S(C)(=O)=O	1.04	-5.0	-13.5	-1.9	-2.4	-0.5	-3.8	-0.3	1.05
COc1ccccc1/C=C/C(=O)NCCc1ccccn1	0.954	6.9	-9.6	-2.0	-2.4	0.2	4.6	-0.1	0.931
O=C(CSc1cccc[n+]1[O-])c1cc(Cl)ccc1Cl	1.22	-11.3	-9.9	-5.4	-5.2	0.1	-22.3	-0.6	1.11
COc1ccccc1C(=O)N1CCc2ccccc21	0.773	1.0	-2.7	1.6	0.3	-1.4	22.7	0.8	0.99
O=C(Nc1cccc(Br)c1)c1ccc(Cl)c(S(=O)(=O)N2CCOCC2)c1	0.776	4.0	1.8	-3.8	-0.8	53.9*	22.4	-3.4	0.96
O=[N+]([O-])c1c(C(Cl)Cl)nn(-c2ccc(Cl)cc2)c1N1CCCCC1	0.969	4.8	-5.8	-5.7	-0.6	2.2	3.1	-0.5	0.952

Part of the list above, limited to hIAP act.
compound	hIAP act
Cc1ccc2cn[nH]c2c1NC(=S)NC(=O)c1ccccc1	0.973
NS(=O)(=O)OCCCCCc1ccccc1	1.03
COc1cccc(CNC(=O)c2nnn(CC(=O)Nc3c(C)cccc3C)c2N)c1	1.1
COc1ccccc1N(CC(=O)Nc1ccccc1C(=O)N1CCOCC1)S(C)(=O)=O	1.04
COc1ccccc1/C=C/C(=O)NCCc1ccccn1	0.954
O=C(CSc1cccc[n+]1[O-])c1cc(Cl)ccc1Cl	1.22

Other records follow:
SMILES	hIAP act	mIAP block	APOBEC3G inh	MIN6 prolif	APOBEC3A inh	MPTP inh	hIAP inh	GRIN3A LBD mod	mIAP act
O=C(Nc1ccc(N2CCCC2)c(Cl)c1)c1cccs1	1.06	-2.1	-4.3	-4.4	-3.0	5.2	-5.7	8.0	1.02
Cc1cc(C)c(OCCN(C)C)c(Cl)c1	1.05	-10.0	3.4	0.2	-7.4	6.2	-5.1	0.1	1.1
O=C(Nc1ccc(Cl)cc1F)c1ccccc1Br	0.959	1.0	-3.8	1.4	-3.4	1.1	4.1	-2.6	0.99
COc1ccc(C)cc1NS(=O)(=O)c1ccc(Cl)nc1	1.17	3.4	-7.4	2.2	-5.4	-0.8	-16.8	0.3	0.966
O=C(Cc1noc2ccccc12)NNC(=S)Nc1ccc(Cl)cc1	1.88	0.3	-8.8	1.9	0.1	-0.6	-87.9	0.9	0.997
COc1ccc(C)cc1NC(=O)c1sc2ncnc(N3CCN(c4ccccn4)CC3)c2c1C	0.915	2.0	-0.9	-2.8	3.6	-0.4	8.5	-1.3	0.98
COc1ccc(/C(C)=N/N2CCCCC2)c(O)c1	0.985	-7.6	0.2	1.4	3.1	-0.4	1.5	-8.2	1.08
N/C(=N\OC(=O)CCCc1ccccc1)c1ccc(Br)cc1	0.802	-0.6	-6.2	-1.8	-1.8	-0.1	19.8	1.6	1.01
COCC(=O)Nc1ccc(N(C)C)cc1	0.993	-1.6	-2.0	-0.6	3.0	-0.1	0.7	-2.1	1.02
Cc1cccc(N(CC(=O)NCCSCc2ccco2)S(=O)(=O)c2ccccc2)c1	1.09	-7.4	-6.5	-1.4	-6.7	0.9	-8.6	-1.5	1.07
CC(C)(C)c1ccc2c(c1)OC(C(=O)N/N=C\c1ccccn1)CO2 (centres undefined)	0.9	7.8	3.9	0.0	3.1	4.4	10.0	-12.9	0.922
O=C(O)c1cccc(Nc2ncnc3sccc23)c1	0.971	-11.1	2.3	-2.2	0.9	0.1	2.9	-1.4	1.11

Structures above printed as active in MPTP inh:
mol,hIAP act,mIAP block,APOBEC3G inh,APOBEC3A inh,MPTP inh,hIAP inh,GRIN3A LBD mod,mIAP act
O=C(Nc1cccc(Br)c1)c1ccc(Cl)c(S(=O)(=O)N2CCOCC2)c1,0.776,4.0,1.8,-0.8,53.9*,22.4,-3.4,0.96

Going on with the list:
SMILES	hIAP act	mIAP block	APOBEC3G inh	MIN6 prolif	APOBEC3A inh	MPTP inh	hIAP inh	GRIN3A LBD mod	mIAP act
COc1ccc(CCNC(=O)CN(c2cc([N+](=O)[O-])ccc2OC)S(C)(=O)=O)cc1OC	1.04	5.2	-2.5	-0.7	0.4	-0.6	-4.5	-1.0	0.948
C/C(CCC1CC(C)OC1=O)=N\NC(N)=O (centres undefined)	1.11	-26.4	-6.1	-0.1	0.0	-1.4	-11.4	-0.5	1.26
CC1CN(S(=O)(=O)c2ccc(NC(=O)CCCN3C(=O)c4ccccc4C3=O)cc2)CC(C)O1 (centres undefined)	0.885	8.3	-2.6	1.6	2.8	-1.4	11.5	-1.3	0.917
Cc1ccc(-c2cc(C(=O)Nc3c(C)n(C)n(-c4ccccc4)c3=O)c3ccccc3n2)cc1	0.907	5.7	-7.3	0.3	-1.7	0.5	9.3	0.4	0.943
CCCN=C1N(CC)C[C@@H]2[C@@H]3C(=O)N(C)C(=O)[C@@H]3[C@](Cc3ccccc3)(C(=O)OC)N12	x	-15.7	1.2	x	2.0	0.1	x	-3.8	1.16
CCCCN(C)C(=O)c1cn(C)c2ccc(S(=O)(=O)N3CCC(C)CC3)cc2c1=O	0.971	1.9	4.8	-3.0	1.3	-1.8	2.9	0.1	0.981
COc1ccc(Nc2nc(N)nc(CSc3nnc(C)s3)n2)cc1	0.889	3.4	-7.1	-2.1	0.1	-1.6	11.1	-0.3	0.966
O=S1(=O)C=C(SCc2ccc(Cl)c(Cl)c2)Nc2ccccc21	0.734	-14.9	-0.8	-2.6	-0.7	12.1	26.6	6.0	1.15
CCCCC(=O)Nc1ccc(C(=O)NCCc2ccc(S(N)(=O)=O)cc2)cc1	1.19	-0.9	1.6	0.4	3.4	0.2	-18.9	1.0	1.01
CC1(C(=O)N/N=C/c2cc3c(cc2Br)OCO3)CC1(Br)Br (centres undefined)	0.879	-1.3	-2.8	3.0	-5.0	0.2	12.1	0.1	1.01
Cc1ccc(C(=O)Cn2nnc3ccccc32)cc1C	1.01	1.9	-0.8	-1.4	-0.9	-1.0	-1.2	-1.3	0.981
N#CCCn1[nH]c(-c2ccccc2)cc1=O	0.929	11.2	-7.9	0.0	-3.3	0.9	7.1	-10.2	0.888
O=C1N/C(=N/N=C/c2ccccc2O)SC1Cc1ccc(F)cc1 (centres undefined)	1.01	8.0	-4.9	-6.1	-0.8	6.3	-1.5	2.4	0.92
COc1cccc(C2=CC(=O)CC(C)(C)C2)c1	0.953	-4.7	-5.4	1.7	-5.9	0.9	4.7	1.1	1.05
O=C1/C(=C/c2cccnc2)SC(=S)N1N1CCOCC1	0.806	3.0	0.7	-2.3	1.8	3.3	19.4	1.4	0.97
CC1CN(c2snnc2C=C2C(=O)OC(C)(C)OC2=O)CC(C)O1 (centres undefined)	1.08	2.3	-10.0	-2.5	-6.0	-0.7	-8.1	0.3	0.977
CCOC(=O)C1=C(C)Nc2ccccc2N/C1=N\S(=O)(=O)c1cc(C(=O)O)ccc1Cl	0.953	-5.8	9.2	-0.6	16.8	0.4	4.7	-0.3	1.06
Cn1c(=O)c2c(nc3n2CC(CO)O3)n(C)c1=O (centres undefined)	1.11	-0.1	0.7	-2.1	-4.9	1.5	-11.0	0.0	1
O=C(C1CCCN1C(=O)c1cccs1)N1CCN(S(=O)(=O)c2ccc(F)cc2)CC1 (centres undefined)	0.916	-0.3	-9.8	-0.4	-3.0	-0.6	8.4	-1.2	1
CC(NS(C)(=O)=O)C(c1cccs1)N1CCN(c2ccc(F)cc2)CC1 (centres undefined)	0.918	1.7	-4.1	-0.6	-1.4	-1.3	8.2	0.4	0.983
Cc1occc1-c1nnc(SCC(=O)N2c3ccccc3CCc3ccccc32)n1C	1.12	5.7	-5.7	-0.6	-0.5	-3.0	-11.9	-4.3	0.943
O=C(c1n[nH]c2c1CCC2)N1CCCC(Nc2cccc(F)c2)C1 (centres undefined)	1.39	-7.2	-7.3	2.0	-3.4	0.4	-39.4	0.4	1.07
COc1ccc(S(=O)(=O)N(C)C)cc1NC(=O)COC(=O)c1nn(C)c(=O)c2ccccc12	1.01	-8.1	-2.5	-1.5	4.5	2.2	-0.7	1.5	1.08
COc1ccc(N2COC3c4cccc5cccc(c45)C32)cc1 (centres undefined)	0.975	1.5	2.3	-6.1	1.5	2.0	2.5	2.3	0.985
CCOCC(=O)Nc1c(C(=O)Nc2ccc3c(c2)OCO3)oc2ccccc12	1.17	6.7	-2.7	0.0	-2.8	0.7	-17.4	-4.1	0.933
Cn1c(=O)c2c(nc(NCC3CCCO3)n2Cc2cccc(Br)c2)n(C)c1=O (centres undefined)	0.97	7.7	-4.2	0.7	-2.3	3.7	3.0	-1.9	0.923
COc1ccc(CNC(=S)Nc2ccccc2C)cc1	1.15	-3.5	-5.4	-1.8	-8.3	0.4	-14.9	-0.9	1.03
COc1ccc(OC(=O)c2cc(S(=O)(=O)N3CCCC3)ccc2Cl)cc1	0.865	6.8	-4.9	-2.9	-3.8	-0.7	13.5	0.4	0.932
N#CCC(N)=C(C#N)C#N	0.922	1.5	-8.7	0.2	-4.4	-0.6	7.8	-3.5	0.985
COc1ccc2c(c1)CCc1c(C(=O)N3CCCc4ccccc43)noc1-2	0.974	12.4	-5.2	-4.7	-1.4	-0.3	2.6	-0.1	0.876
O=C(CC1S/C(=N/N=C2CCCCCC2)NC1=O)Nc1ccccc1F (centres undefined)	1.14	8.4	-8.1	0.4	8.3	-0.2	-13.5	0.9	0.916
C/C(=N\NC(=S)NCCc1ccccc1)c1ccc(C)cc1	1.06	-5.3	-3.9	-5.9	-3.7	3.0	-5.8	-3.4	1.05
O=C(COC(=O)c1ccco1)NCc1ccc(Cl)cc1	0.968	9.6	-0.9	-1.7	2.5	-0.3	3.2	1.4	0.904
Cc1ccc(-c2cc(-c3nnc(SCC(=O)NC(C)C(C)C)n3N)c3ccccc3n2)cc1 (centres undefined)	0.775	7.7	-9.1	4.1	-0.6	-2.1	22.5	-1.1	0.923
Cc1nc(NCC2CCCO2)c2nnn(Cc3ccccc3Cl)c2n1 (centres undefined)	1.18	-5.1	-3.5	-3.4	0.0	-1.4	-17.9	-1.9	1.05

Screening data from PubChem.
